SENP6 block – blocks the human protease SENP6; Q9GZR1; Recombinant SENP6 catalytic domain, aminoluciferin luminescence; inhibition, % at 10 µM; hit rate 1.8% among 330,000; AID 2599;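 active means inhibition above about 50% at the single tested dose, limit read from the data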;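 further: plate controls were DMSO wells with enzyme for no effect and DMSO wells lacking enzyme for full effect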
SENP7 inh – SENP7 protease inhibition; Q9BQF6; recombinant SENP7, Z-RLRGG-aminoluciferin luminescence, 40 min; inhibition, % at 5 µM; hit rate 1.5% among 330,000;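 active means inhibition above about 50% at the single test dose, limit read from the data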;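 further: plate controls were DMSO with enzyme for no effect and no enzyme buffer wells for full effect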
HKDC1 inh – blocks human hexokinase HKDC1 activity. hit rate 0.16% among 340,000. recombinant HKDC1, G6PDH/diaphorase resazurin coupled fluorescence. inhibition, % at 20 µM;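 active means inhibition above about 35% when tested at 20 µM, limit read from the data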;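 further: plate controls were DMSO wells with enzyme for no effect and DMSO wells lacking enzyme for full effect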
Target sequence (Q2TB90 whole entry, looked up): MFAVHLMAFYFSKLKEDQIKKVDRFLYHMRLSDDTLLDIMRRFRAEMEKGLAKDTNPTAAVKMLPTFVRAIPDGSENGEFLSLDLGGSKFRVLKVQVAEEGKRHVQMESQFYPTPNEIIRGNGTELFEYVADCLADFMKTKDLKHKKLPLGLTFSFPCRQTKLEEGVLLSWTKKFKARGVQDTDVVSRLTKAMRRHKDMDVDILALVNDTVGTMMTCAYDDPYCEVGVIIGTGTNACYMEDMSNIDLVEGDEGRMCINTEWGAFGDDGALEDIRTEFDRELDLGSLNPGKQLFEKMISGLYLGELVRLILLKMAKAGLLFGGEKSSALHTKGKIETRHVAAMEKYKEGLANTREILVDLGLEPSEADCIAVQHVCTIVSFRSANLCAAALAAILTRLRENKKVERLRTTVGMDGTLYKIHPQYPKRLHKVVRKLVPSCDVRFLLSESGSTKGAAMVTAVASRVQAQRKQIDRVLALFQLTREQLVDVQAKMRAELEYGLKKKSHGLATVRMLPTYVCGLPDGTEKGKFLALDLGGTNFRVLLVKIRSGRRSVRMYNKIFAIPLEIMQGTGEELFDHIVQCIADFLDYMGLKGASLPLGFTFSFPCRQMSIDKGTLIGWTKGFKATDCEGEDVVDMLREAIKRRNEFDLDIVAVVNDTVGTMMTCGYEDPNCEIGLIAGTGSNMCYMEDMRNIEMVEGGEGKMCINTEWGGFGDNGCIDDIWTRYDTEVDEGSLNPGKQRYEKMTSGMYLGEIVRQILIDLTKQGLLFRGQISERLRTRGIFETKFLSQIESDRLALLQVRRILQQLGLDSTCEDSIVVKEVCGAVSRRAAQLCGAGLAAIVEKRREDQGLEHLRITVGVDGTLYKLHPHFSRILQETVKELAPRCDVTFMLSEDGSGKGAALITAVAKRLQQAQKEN
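test system = in-house recombinant HK5 (HKDC1) enzyme | amount = HKDC1 at 5 µg/mL | control set = DMSO-enzyme wells negative, buffer-substituted wells positive | compound = one dose of 20 µM, 1% DMSO | schedule = reaction time 90 min, room temperature, protected from light | technique = resorufin fluorescence at 613 nm | reagent = glucose with 1 mM ATP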
Apaf1 inhib – human Apaf-1 inhibition; O14727; reconstituted apoptosome caspase-3 activity, DEVD-Rh110 fluorescence; AID 489030; inhibition, % at 20 µM; hit rate 0.71% among 330,000; active means inhibition of at least 40% at 20 µM;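 further: plate controls were DMSO wells for no effect and DEVD-CHO caspase inhibitor wells for full effect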
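System: Apoptosome proteins | Medium: Hepes pH 7.5 with detergent and BSA | Also added: Cytochrome c trigger plus (Z-DEVD)2-Rh110 caspase-3 substrate | Incubation: 30 min compound preincubation, 50 min activation, room temperature | Detection: Rhodamine 110 fluorescence at Ex 480/Em 540 nm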
PfG6PD inh – PfG6PD (Plasmodium falciparum) enzyme inhibition. inhibition, % at 20 µM. hit rate 0.78% among 350,000. PfGluPho enzyme, NADPH resazurin-diaphorase fluorescence. AID 504690;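 active means inhibition reaching at least a set limit at 20 µM in the primary screen, cut at about 59% in these data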;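 further: 0% = DMSO wells with substrate and 100% = DMSO wells lacking glucose-6-phosphate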
SENP8 block-1 – blocks human SENP8 cleavage of Nedd8 substrate; recombinant SENP8, Nedd8 substrate fluorescence; inhibition, % at 20 µM; hit rate 0.64% among 360,000; AID 602440; in the data active means inhibition mostly above about 40%, no sharp cut-off; inactive means mostly below about 27%
SENP8 block-2 – blocks the human protease SENP8. Q96LD8. purified SENP8, Z-RLRGG-aminoluciferin cleavage, luminescence. inhibition, % at 10 µM. hit rate 1.2% among 330,000. AID 2540; in the data active means inhibition above about 50%
SENP1 FRET inh – blocks the human SENP1 SUMO protease catalytic domain; Q9P0U3; inhibition, % at 10 µM; recombinant SENP1 catalytic domain, CyPet-SUMO1-YPet FRET cleavage; hit rate 0.21% among 360,000;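 active means inhibition at least 30% at 10 µM, raw YFP signal under a set limit, fluorescence ratio 0.5 to 1.5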;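 further: 0% = enzyme with DMSO and 100% = no enzyme wells; some results filed as inactive read as strong as hits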
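Material: hSENP1 catalytic domain, recombinant; medium: Tris pH 8 with BME, BSA, NP40 and catalase; compound: single concentration of 10 µM compound, 0.5% DMSO final; technique: FRET read of cyan and yellow fluorescence; timing: 50 min enzyme reaction, room temperature, light-protected; reagent: SFCypet-SUMO1-SFYpet substrate at 25 nM; control set: no-enzyme low, enzyme-DMSO high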
Active calls of the source: *; i = inactive; . = no result given. Rows were taken by chance; about 3.6% have a hit in one of these screens.

SMILES	SENP6 block	SENP7 inh	HKDC1 inh	Apaf1 inhib	PfG6PD inh	SENP8 block-1	SENP8 block-2	SENP1 FRET inh
CCCCN(C(=O)/C=C/c1ccc(OCC(C)C)c(OCC)c1)c1c(N)n(CCC)c(=O)[nH]c1=O	-2	-6	-1	6	2	7	1	-3
COc1ccccc1OCCC(=O)OCC(=O)Nc1ccc(S(=O)(=O)N2CCOCC2)cc1	-5	0	-6	-12	5	-4	4	1
Cc1ccc(/C=N/NC(=O)c2nnn(-c3nonc3N)c2-c2ccccc2)o1	11	-2	-3	-7	40	-165	-6	2
CCOC(=O)CN(C(=O)CNC(=O)c1ccco1)C(C(=O)NC1CCCCC1)c1cccs1 (stereo not drawn)	-8	-5	5	5	5	20	-12	-1
O=C(CCNC(=O)N1CC(=O)Nc2ccccc21)Nc1ccc(F)c(Cl)c1	0	5	-1	-1	-2	18	-12	-1
CN(c1ccc(C(=O)N2CCN(c3ccc(F)cc3)CC2)cc1)S(C)(=O)=O	-9	7	-6	-1	5	19	-10	-1
Cc1ccc(Nc2nc(Oc3ccc(=O)[nH]n3)nc(N(C)C)n2)cc1	-2	-4	-2	0	5	15	-8	0
CC(C)Oc1ccc(S(=O)(=O)N2CCOCC2)cc1NC(=O)C1CCCC1	2	0	-4	-4	7	7	-1	0
CC(C)Cc1nnc(NC(=O)CCC(=O)N2CCN(c3ccc([N+](=O)[O-])cc3)CC2)s1	4	-9	1	14	-5	16	-3	-8
C#CCOCCOCCOCCNc1nc(N2CCN(C(=O)Cn3cc(CC(C)O)nn3)CC2)nc(N2CCN(C(=O)[C@H]([C@@H](C)O)n3cc(CCCCN)nn3)CC2)n1 (stereo partly drawn)	.	.	-2	.	5	13	.	4
O=C(NCCCN1CCCC1=O)c1ccccc1NS(=O)(=O)c1ccc(F)cc1	11	3	-11	-24	8	-17	-5	1
O=C1C2C3CCCC3=C3CCCC3C2C(=O)N1c1ccccc1 (stereo not drawn)	7	4	-7	17	-14	24	-6	20

Looked up by structure from the list above (4):
SMILES	SENP6 block	SENP7 inh	HKDC1 inh	Apaf1 inhib	PfG6PD inh	SENP8 block-1	SENP8 block-2	SENP1 FRET inh
O=C1C2C3CCCC3=C3CCCC3C2C(=O)N1c1ccccc1 (stereo not drawn)	7	4	-7	17	-14	24	-6	20
Cc1ccc(/C=N/NC(=O)c2nnn(-c3nonc3N)c2-c2ccccc2)o1	11	-2	-3	-7	40	-165	-6	2
CCOC(=O)CN(C(=O)CNC(=O)c1ccco1)C(C(=O)NC1CCCCC1)c1cccs1 (stereo not drawn)	-8	-5	5	5	5	20	-12	-1
Cc1ccc(Nc2nc(Oc3ccc(=O)[nH]n3)nc(N(C)C)n2)cc1	-2	-4	-2	0	5	15	-8	0

Remaining list, next part.
SMILES	SENP6 block	SENP7 inh	HKDC1 inh	Apaf1 inhib	PfG6PD inh	SENP8 block-1	SENP8 block-2	SENP1 FRET inh
COc1ccccc1CNC(=O)COC(=O)c1ccc(C)c(S(=O)(=O)N2CCOCC2)c1	-19	-6	-6	-2	-18	7	4	0
O=C1N=C(N2CCCCC2)S/C1=C\c1cn[nH]c1-c1ccccc1	0	-18	-6	3	-11	12	-12	-1
C/C=C(/C)C(=O)O[C@@H]1c2c(ccc3ccc(=O)oc23)OC(C)(C)[C@@H]1OC(C)=O	15	9	-4	11	4	-104	1	-3
O=C(CCN1CCN(c2ccccc2)CC1)N/N=C/c1ccc(O)c(O)c1O	.	.	19	.	48	62*	.	7
Cc1nn(C(C)C(=O)NCC2CCCO2)c(C)c1[N+](=O)[O-] (stereo not drawn)	-10	9	-4	0	-8	19	-1	2
O=C1N/C(=C/c2ccc(Br)s2)C(=O)N1c1ccccc1	-17	12	-7	-6	-5	-75	-10	-2
CCC(=O)Oc1ccc(C(CC)C(CC)c2ccc(OC(=O)CC)cc2)cc1 (stereo not drawn)	-20	4	-4	1	12	4	1	-2
O=C(O)c1cc(S(=O)(=O)Nc2ccc3cn[nH]c3c2)ccc1Br	4	5	18	35	30	-91	-2	-13
COc1ccccc1C(=O)Nc1nnc(S(=O)(=O)N2CCOCC2)s1	-30	1	1	-7	-5	-8	3	-1
COCCNC(=S)N/N=C(\C)c1ccccc1O	.	.	-20	.	-19	17	.	0
CCC(=O)N1CCN(c2ccc(Cl)cc2NC(=O)Cc2ccc(Cl)cc2)CC1	-17	-8	-1	3	10	4	-3	2
CCOC(=O)CN1C(=O)N[C@@H](c2cccs2)C(C(=O)OC)=C1C	-5	6	-5	11	-9	15	-3	-4
COc1ccc(S(=O)(=O)N2CCCCCC2)cc1NC(=O)CCc1cc(OC)c(OC)c(OC)c1	.	.	-2	.	-3	14	.	1
CCC(N)C12CC3CC(CC(O)(C3)C1)C2 (stereo not drawn)	0	6	-4	-3	-9	17	3	0
CCOC(=O)c1sc(NC(=O)CSc2nnc(C(C)C)n2C)nc1C	-16	-5	1	-6	2	11	-9	2
C[C@H](CO)N1C[C@H](C)[C@@H](CN(C)S(=O)(=O)c2cccs2)Oc2c(NC(=O)NC3CCCCC3)cccc2C1=O	-7	-4	-1	23	2	9	-2	1
COc1ccc(N2C(=O)Cc3c2nc(N)c(C#N)c3N)cc1	1	-2	-4	-26	9	15	5	0
O=[N+]([O-])/C(C(Cl)=C(Cl)Cl)=C(\Sc1ccccc1)N1CCCCC1	-4	7	-3	9	0	17	6	1
CC1CCc2nc(N)c(C#N)c(-c3cccnc3)c2C1 (stereo not drawn)	11	-6	3	1	3	-406	0	-8
Cc1ccc(-c2cc(C(=O)NCCCN3CCOCC3)c3ccccc3n2)cc1C	5	5	-6	7	12	-265	-7	0
COc1ccc(S(=O)(=O)N(C)C)cc1NS(=O)(=O)c1ccc(F)c(F)c1F	2	10	5	-2	-22	19	0	2
COc1ccccc1CNC(=O)COC(=O)c1ccc(S(=O)(=O)N2CCCCC2)cc1	-2	7	-4	2	9	10	-2	-1
O=C1CCCC(=O)C1C1c2ccccc2CCN1C(=O)CCl (stereo not drawn)	-3	5	0	-3	-9	11	-6	-1
Cc1cc(C(=O)c2ccc(Cl)cc2)c(NC(=O)CCl)s1	9	2	14	26	13	26	-5	2
c1ccc2c(-c3nc(-c4ccncc4)no3)cccc2c1	45	25	5	7	2	-306	1	0
Cc1ccc(C(=O)CCCn2nnc(-c3cccnc3)n2)cc1C	-5	2	6	5	26	18	-3	-3
COc1ccc(CCNC(=O)c2ccc(N(C)S(=O)(=O)c3ccc(C)cc3)cc2)cc1	1	4	-6	11	10	5	9	2
CCOc1cc(C(C(=O)NCC2CCCO2)N(C(=O)Cn2nnc3ccccc32)c2ccccc2OC)ccc1O (stereo not drawn)	-7	-1	-5	6	0	10	-10	0
COc1ccc(N(CC(=O)N2CCN(c3cccc(Cl)c3)CC2)S(=O)(=O)c2c(C)noc2C)cc1	4	-4	-3	13	15	4	2	1
CC(C)(Oc1ccc(Cl)cc1)C(=O)NCCN1C(=O)S/C(=C/c2cccnc2)C1=O	-14	4	1	4	9	13	0	3
CC1=C(C(=O)OCc2ccccc2)C(c2ccccc2OS(=O)(=O)c2ccc([N+](=O)[O-])cc2)NC(=O)N1CCCC(=O)O (stereo not drawn)	-12	-2	3	20	10	20	-2	2
CC(=O)Nc1ccc(C(=O)Nc2nnc(CCc3ccccc3)s2)cc1	5	-1	5	-4	-35	5	7	0
O=S(=O)(NCC1CCCO1)c1ccc(NS(=O)(=O)c2ccc(F)cc2)cc1 (stereo not drawn)	-26	6	6	4	-21	16	-5	3
COc1ccc(N(C(=O)c2snc(C(N)=O)c2N)C(C(=O)NC2CCCC2)c2ccc(OC)c(OC)c2)cc1 (stereo not drawn)	7	2	-4	11	-9	-254	-4	-5
Cc1cc(C(=O)N/N=C/c2cccc([N+](=O)[O-])c2)c(C)o1	28	35	-6	14	12	20	0	0
COc1ccc(/C=N/NC(=S)Nc2ccccc2)cc1COc1cccc(C)c1C	-31	6	-9	-17	-3	-14	-7	1
Cc1c(C2Nc3ccccc3C(=O)N2O)cnn1C (stereo not drawn)	-6	3	-1	-2	-8	10	4	1
CCOC(=O)c1cn(Cc2ccc(C)cc2)nn1	-22	-10	-8	3	-24	16	-10	2
CCO[C@@H]1OC(C(=O)NC2CC2)=C[C@H](C2CC2)[C@H]1CCCO	-6	-11	-5	1	3	15	-9	0
O=C(O)C1CCCCC1C(=O)Nc1cc(Cl)ccc1Cl (stereo not drawn)	-10	6	2	1	-9	.	-5	.
O=C(c1ccc(C(F)(F)F)cc1)C1CCCN(C(=O)CCN2CCCO2)C1 (stereo not drawn)	-9	7	1	5	-9	12	6	0
COc1cc2c(cc1OC)CN(C(=S)Nc1ccc(OC(F)F)cc1)CC2	1	6	-2	0	5	-58	9	-1
CCOC(=O)c1sc2nc(CC(=O)OC)nc(N3CCN(c4ccccn4)CC3)c2c1C	-17	7	2	13	16	-65	1	-3
Cc1ccccc1NS(=O)(=O)c1ccc(-c2ccc(=O)[nH]n2)o1	7	5	-2	-10	-7	2	4	2
CSc1ccc(NC(=O)Nc2ccc(C(=O)NCC(=O)O)cc2)cc1	-10	0	-3	-32	-3	23	-3	1
CC1CCN(C(=O)c2ccc(NC(=O)C3CCCO3)cc2)CC1 (stereo not drawn)	0	-10	-3	1	-6	19	-9	0
CC(C)(C)OC(=O)NCCCC[C@H](NC(=O)c1nc[nH]c1C(=O)N1CCc2ccccc2C1)C(=O)OC(C)(C)C	-4	1	2	28	0	12	1	2
Cc1cc(NC(=O)c2c(-c3c(Cl)cccc3Cl)noc2C)n(C)n1	-3	-3	-5	-5	14	10	-1	-1
CC(C)CCNC(=O)C1CCN(c2nc3ccccc3o2)CC1	-4	-1	-10	0	7	14	4	2
COc1ccccc1N1CCN(C(=O)c2ccccc2SCC(=O)N2CCCC2)CC1	-16	-10	-5	4	7	-13	-8	-1
COc1cc(NS(=O)(=O)c2ccc(NC(=O)c3ccc(S(=O)(=O)N4CCCC4)cc3)cc2)ncn1	0	9	.	6	.	.	-1	.
CC(C)P(=O)(Cc1cccc(C#N)c1)C(C)C	-7	-4	-4	-12	-1	19	-1	1
COc1ccc(/C=C2\SC(=S)N(CC3CCCO3)C2=O)cc1 (stereo not drawn)	-21	10	-2	9	-4	20	-13	-14
Cc1cc(Cl)ccc1C(=O)C1CCCN(C(=O)c2cnsn2)C1 (stereo not drawn)	5	9	7	7	2	16	-2	0
C(=N\c1nccs1)/c1c[nH]c2ccccc12	7	-6	-1	-8	-1	-18	5	-10
COc1ccc(OCc2cccc(C(=O)Nn3cc([N+](=O)[O-])cn3)c2)cc1	-6	9	11	1	-17	24	-2	0
CC(C)(C)c1[nH]nc2c1C(c1cccnc1)C(C#N)=C(N)O2 (stereo not drawn)	6	-5	-1	-13	-13	6	-2	1
CCCCC(=O)Nc1nn(C)c2nc3c(C)cccc3cc12	8	-2	-2	-5	2	i	1	-17
Cc1ccccc1Cn1nc(C)c(NC(=O)/C=C/c2cnn(C)c2C)c1C	-3	4	-9	-10	2	20	-1	0
COc1ccc(Cl)cc1NC(=O)CSc1sc2c(O)cc(=O)[nH]c2c1C#N	33	4	-2	11	20	-26	6	-12

Screens: PubChem BioAssay, Sanford-Burnham Center for Chemical Genomics
